APOBEC3A inh = blocks human APOBEC3A ssDNA deamination; P31941; recombinant A3A, FAM/TAMRA ssDNA deamination fluorescence; inhibition, % at 20 µM; actives 0.41% (n = 330,000);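 active = at least 40% inhibition at 20 µM here, with at most 30% in a related deaminase screen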;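 also: plate controls were A3A with DMSO for no effect and wells lacking A3A enzyme for full effect; some results filed as inactive read as strong as hits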
Target sequence (P31941 whole entry, looked up): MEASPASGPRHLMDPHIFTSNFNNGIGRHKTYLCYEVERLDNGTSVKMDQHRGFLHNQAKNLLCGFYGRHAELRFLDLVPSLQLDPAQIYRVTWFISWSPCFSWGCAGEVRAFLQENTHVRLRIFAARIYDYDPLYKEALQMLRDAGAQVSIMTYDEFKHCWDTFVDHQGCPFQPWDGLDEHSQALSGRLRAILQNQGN
mIAP inh = blocks mouse intestinal alkaline phosphatase; purified mouse IAP, CDP-Star luminescence, 30 min; inhibition, % at 10 µM; actives 0.2% (n = 330,000);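 active = inhibition of at least 40% at 10 µM in the primary screen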;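 also: plate controls were DMSO with enzyme for no effect and no enzyme wells for full effect; values of inactives mirror those of a sister screen read the other way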
beta cell repl = MIN6 beta-cell proliferation induction. actives 0.29% (n = 330,000). MIN6 cells proliferation, ATPlite luminescence, 48 h; cells starved in 0.2% serum; 100% = growth in 10% serum. proliferation, % at 10 µM;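 active = compounds whose signal lies at least 3.5 SD above the mean of all wells on their plate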;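 also: 0% = DMSO-treated cells in low-serum medium and 100% = 10% serum control; some compounds called inactive have numbers as strong as hits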
hIAP block = human IAP inhibition; P09923; actives 0.12% (n = 330,000); inhibition, % at 10 µM; purified IAP, CDP-Star luminescence, 30 min;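 active = inhibition reaching a set limit with compound at 10 µM in the primary screen, cut at about 35% in these data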;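 also: plate controls were DMSO wells with enzyme for no effect and no-enzyme buffer wells for full effect; values of inactives mirror those of a sister screen read the other way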
Target sequence (P09923 whole entry, looked up): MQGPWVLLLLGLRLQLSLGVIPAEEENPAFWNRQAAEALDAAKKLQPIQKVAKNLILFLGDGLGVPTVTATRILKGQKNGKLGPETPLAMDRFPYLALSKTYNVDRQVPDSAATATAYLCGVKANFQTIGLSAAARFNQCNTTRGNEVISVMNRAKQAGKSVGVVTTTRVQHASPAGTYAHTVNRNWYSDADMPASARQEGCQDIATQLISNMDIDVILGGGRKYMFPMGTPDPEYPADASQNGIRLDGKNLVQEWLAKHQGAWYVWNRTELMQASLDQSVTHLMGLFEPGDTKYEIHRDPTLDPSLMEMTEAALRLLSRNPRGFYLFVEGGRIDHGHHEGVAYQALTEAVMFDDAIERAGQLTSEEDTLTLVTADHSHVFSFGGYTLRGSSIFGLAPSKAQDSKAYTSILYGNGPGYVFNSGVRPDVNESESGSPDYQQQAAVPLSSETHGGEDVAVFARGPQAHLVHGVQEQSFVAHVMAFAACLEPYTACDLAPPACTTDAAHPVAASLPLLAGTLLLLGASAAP
mIAP act = increases mouse intestinal alkaline phosphatase activity; muIAP, CDP-Star luminescence, 30 min; hits give high values; 1 = vehicle-only enzyme signal, 0 = enzyme-free wells; activation factor at 10 µM; actives 0.24% (n = 330,000); AID 2805;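 active = activation factor of at least 2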; also: the source names both 10 and 20 µM as test concentration; values of inactives mirror those of a sister screen read the other way
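System: mouse IAP enzyme. Reagent: CDP-Star chemiluminescent phosphatase substrate. Benchmarks: DMSO wells, no-enzyme wells. Times: 30 min enzyme-substrate-compound incubation at room temperature. Detection: luminescence from enzymatic CDP-Star hydrolysis. Doses: test compounds delivered from DMSO solution.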
APOBEC3G inh = APOBEC3G (human) deaminase inhibition; recombinant A3G, ssDNA deamination FAM/TAMRA fluorescence; inhibition, % at 20 µM; actives 0.28% (n = 330,000); AID 493012;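 active = inhibition of at least 40% at 20 µM, with no more than 30% in the related APOBEC3A deaminase screen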;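 also: plate controls were DMSO wells with A3G for no effect and wells lacking A3G enzyme for full effect; some compounds called inactive have numbers as strong as hits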
Target sequence (Q9HC16 whole entry, looked up): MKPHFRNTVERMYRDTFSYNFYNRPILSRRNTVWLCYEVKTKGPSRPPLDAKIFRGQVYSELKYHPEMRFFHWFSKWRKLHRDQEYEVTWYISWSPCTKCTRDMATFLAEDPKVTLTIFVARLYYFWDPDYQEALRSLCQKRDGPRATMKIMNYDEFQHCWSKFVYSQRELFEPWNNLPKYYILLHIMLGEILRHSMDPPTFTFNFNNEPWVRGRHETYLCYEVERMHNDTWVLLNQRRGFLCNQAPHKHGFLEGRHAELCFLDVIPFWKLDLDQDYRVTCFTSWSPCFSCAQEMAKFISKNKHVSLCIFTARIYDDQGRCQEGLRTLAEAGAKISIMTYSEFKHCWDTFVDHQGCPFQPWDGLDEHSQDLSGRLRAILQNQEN
hIAP act = increases human intestinal alkaline phosphatase activity; P09923; purified human IAP, CDP-Star luminescence, 30 min; hits give high values; 1 = vehicle-only enzyme, 0 = enzyme-free background; activation factor at 10 µM; actives 0.16% (n = 330,000); AID 2524;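 active = activation factor of the enzyme at least 2-fold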; also: the source names both 10 and 20 µM as test concentration; values of inactives mirror those of a sister screen read the other way
MPTP block = inhibitors of mitochondrial permeability transition pore; inhibition, % at 10 µM; isolated mouse mitochondria, Ca2+ swelling absorbance, 30 min; actives 1.4% (n = 360,000);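 active = inhibition of 50% or more, scaled per plate between neutral and stimulator controls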;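 also: 0% = DMSO wells given calcium and 100% = 1 mM EGTA wells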
GRIN3A LBD mod = modulators (binders) of human NR3A ligand-binding domain | NR3A LBD differential scanning fluorimetry, Tm shift; 0% = protein alone, 100% = glycine-bound protein | Tm shift relative to glycine control, % at 25 µM | actives 2.5% (n = 340,000) | AID 1259313;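 active = melting temperature shift of at least 10% of the positive control shift, at one fixed dose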
An asterisk follows results filed as active.

How did CCOC(=O)N1CCN(C(=O)c2ccccc2Oc2ccccc2)CC1 do in these assays?
APOBEC3A inh: 4; mIAP inh: -12; beta cell repl: -2; hIAP block: -2; mIAP act: 1.1; APOBEC3G inh: 2; hIAP act: 1; MPTP block: 1.8; GRIN3A LBD mod: -4

What do the screens show for `Nc1cc(Cl)c(N)cc1Cl`?
APOBEC3A inh: -4; mIAP inh: 3; beta cell repl: -1; hIAP block: 2; mIAP act: 0.97; APOBEC3G inh: -5; hIAP act: 0.97; MPTP block: -0.4; GRIN3A LBD mod: 3

What do the screens show for `O=C(N/N=C/C=C\c1ccccc1[N+](=O)[O-])c1cc(-c2ccccc2)nc2ccccc12`?
APOBEC3A inh: 6; mIAP inh: 4; beta cell repl: -2; hIAP block: -7; mIAP act: 0.96; APOBEC3G inh: 3; hIAP act: 1.1; MPTP block: 8.5; GRIN3A LBD mod: 10*

How did O=C(NCCCCc1ccccc1)c1cccc([N+](=O)[O-])c1 do in these assays?
APOBEC3A inh: -3; mIAP inh: 12; beta cell repl: -3; hIAP block: 14; mIAP act: 0.88; APOBEC3G inh: -14; hIAP act: 0.86; MPTP block: -0.2; GRIN3A LBD mod: -11

What do the screens show for `O=C(O)C(c1ccccc1)N1C(=O)/C(=C\c2ccc(-c3ccccc3Cl)o2)SC1=S` (stereo unspecified)?
APOBEC3A inh: -1; mIAP inh: 15; beta cell repl: -4; hIAP block: 16; mIAP act: 0.85; APOBEC3G inh: -4; hIAP act: 0.84; MPTP block: 2.4; GRIN3A LBD mod: 31*

How did Cc1ccnc(N2C(=O)c3ccccc3C2Nc2ccccc2Cl)c1 (stereo unspecified) do in these assays?
APOBEC3A inh: 4; mIAP inh: 5; beta cell repl: 0; hIAP block: 0; mIAP act: 0.95; APOBEC3G inh: 7; hIAP act: 1; MPTP block: 0.5; GRIN3A LBD mod: -4

What do the screens show for `O=C(c1ccccc1)C(C(=O)N1CCc2ccccc2C1)n1ccccc1=O` (stereo unspecified)?
APOBEC3A inh: -7; mIAP inh: 1; beta cell repl: -1; hIAP block: 6; mIAP act: 0.99; APOBEC3G inh: -11; hIAP act: 0.94; MPTP block: -4.6; GRIN3A LBD mod: -14

Results for Cc1ccc(S(=O)(=O)N(CC(=O)Nc2cccc(C(F)(F)F)c2)C(=O)N2CCN(C)CC2)cc1 ?
APOBEC3A inh: 3; mIAP inh: -7; beta cell repl: 1; hIAP block: -7; mIAP act: 1.1; APOBEC3G inh: -3; hIAP act: 1.1; MPTP block: -2.1; GRIN3A LBD mod: -1

What do the screens show for `CNC(=O)C(C#N)(Cc1cc(C(C)=O)ccc1OC)Cc1cc(C(C)=O)ccc1OC`?
APOBEC3A inh: -3; mIAP inh: -7; beta cell repl: -1; hIAP block: -8; mIAP act: 1.1; APOBEC3G inh: -5; hIAP act: 1.1; MPTP block: -1.2; GRIN3A LBD mod: -3

Results for C=CCOc1cccc(C2C(C(=O)c3ccco3)=C(O)C(=O)N2Cc2ccco2)c1 (stereo unspecified) ?
APOBEC3A inh: -1; mIAP inh: -3; beta cell repl: -2; hIAP block: -2; mIAP act: 1; APOBEC3G inh: -6; hIAP act: 1; MPTP block: 1.0; GRIN3A LBD mod: 3

How did CC(=O)N=c1sccn1CC(O)c1ccc(Br)cc1 (stereo unspecified) do in these assays?
APOBEC3A inh: 0; mIAP inh: 5; beta cell repl: -2; hIAP block: 6; mIAP act: 0.95; APOBEC3G inh: -1; hIAP act: 0.94; MPTP block: -1.8; GRIN3A LBD mod: 0

Results for Cc1ccc2c(c1)N(CCCC(=O)NCc1ccc3c(c1)OCO3)C(=O)CO2 ?
APOBEC3A inh: -4; mIAP inh: -7; beta cell repl: -2; hIAP block: -14; mIAP act: 1.1; APOBEC3G inh: -14; hIAP act: 1.1; MPTP block: -1.8; GRIN3A LBD mod: 0

Results for Cc1cc(C)n(S(=O)(=O)c2ccccc2[N+](=O)[O-])n1 ?
APOBEC3A inh: 1; mIAP inh: -8; beta cell repl: -3; hIAP block: -16; mIAP act: 1.1; APOBEC3G inh: 0; hIAP act: 1.2; MPTP block: 0.0; GRIN3A LBD mod: 2

Results for CCCCN(C(=O)CNC(=O)c1cccs1)C(C(=O)NC1CCCC1)c1ccncc1 (stereo unspecified) ?
APOBEC3A inh: -3; mIAP inh: 12; beta cell repl: 3; hIAP block: 10; mIAP act: 0.88; APOBEC3G inh: -6; hIAP act: 0.9; MPTP block: 2.1; GRIN3A LBD mod: 0

Results for COc1ccc(C)cc1NC(=O)Cn1c(=O)oc2ccccc21 ?
APOBEC3A inh: 1; mIAP inh: -2; beta cell repl: -4; hIAP block: -17; mIAP act: 1; APOBEC3G inh: 2; hIAP act: 1.2; MPTP block: -0.7; GRIN3A LBD mod: 2

What do the screens show for `O=C(/C=C/c1cccc2ccccc12)NCCC1=CCCCC1`?
APOBEC3A inh: -4; mIAP inh: 6; beta cell repl: -1; hIAP block: -34; mIAP act: 0.94; APOBEC3G inh: -7; hIAP act: 1.3; MPTP block: -4.4; GRIN3A LBD mod: -6

How did Cc1ccccc1N(C(=O)CNC(=O)c1ccco1)C(C(=O)NC1CCCC1)c1ccncc1 (stereo unspecified) do in these assays?
APOBEC3A inh: -5; mIAP inh: -18; beta cell repl: -2; hIAP block: -12; mIAP act: 1.2; APOBEC3G inh: -7; hIAP act: 1.1; MPTP block: 0.8; GRIN3A LBD mod: 1

What do the screens show for `COc1ccccc1/C=C1\SC(=O)N(CC(=O)N(C)C2CCS(=O)(=O)C2)C1=O` (stereo unspecified)?
APOBEC3A inh: -5; mIAP inh: 2; beta cell repl: -3; hIAP block: -16; mIAP act: 0.98; APOBEC3G inh: -4; hIAP act: 1.2; MPTP block: 0.0; GRIN3A LBD mod: -1

What do the screens show for `Cc1ccccc1N1C(=O)c2ccccc2N2C(=O)c3ccccc3C12` (stereo unspecified)?
APOBEC3A inh: -1; mIAP inh: 14; beta cell repl: -3; hIAP block: -3; mIAP act: 0.86; APOBEC3G inh: 1; hIAP act: 1; MPTP block: 3.2; GRIN3A LBD mod: -1

Results for Cc1nc(-c2nnc(SCC(=O)Nc3ccc(C(F)(F)F)cc3)n2C)cs1 ?
APOBEC3A inh: 1; mIAP inh: -2; beta cell repl: -1; hIAP block: 6; mIAP act: 1; APOBEC3G inh: -2; hIAP act: 0.94; MPTP block: 1.8; GRIN3A LBD mod: 1

Results for COc1c(Cl)cc(Cl)cc1C(=O)Nc1ccc(C(=O)O)cc1 ?
APOBEC3A inh: -4; mIAP inh: 1; beta cell repl: 0; hIAP block: -2; mIAP act: 0.99; APOBEC3G inh: -7; hIAP act: 1; MPTP block: -0.6; GRIN3A LBD mod: 1

Results for CCOc1ccc(-c2nc(C#N)c(NCC(C)C)o2)cc1 ?
APOBEC3A inh: 0; mIAP inh: -6; beta cell repl: -5; hIAP block: 6; mIAP act: 1.1; APOBEC3G inh: -3; hIAP act: 0.94; MPTP block: 20; GRIN3A LBD mod: 4

What do the screens show for `C=CCc1ccccc1OCC(=O)N/N=C/c1ccccc1OCC`?
APOBEC3A inh: -3; mIAP inh: -1; beta cell repl: 1; hIAP block: -7; mIAP act: 1; APOBEC3G inh: -4; hIAP act: 1.1; MPTP block: 2.8; GRIN3A LBD mod: -12

Results for COc1ccc(-n2cnnc2SCC(=O)Nc2cccc([N+](=O)[O-])c2)cc1 ?
APOBEC3A inh: -5; mIAP inh: -6; beta cell repl: -3; hIAP block: 2; mIAP act: 1.1; APOBEC3G inh: -7; hIAP act: 0.98; MPTP block: 0.2; GRIN3A LBD mod: -1

Results for CCCC(O)(CCC)C(=O)NN(C(=O)CCl)c1cccc(C)c1 ?
APOBEC3A inh: 2; mIAP inh: -3; beta cell repl: -6; hIAP block: 4; mIAP act: 1; APOBEC3G inh: -5; hIAP act: 0.95; MPTP block: 0.9; GRIN3A LBD mod: 0

What do the screens show for `O=C(Nc1ncn[nH]1)C(F)(F)C(F)F`?
APOBEC3A inh: -3; mIAP inh: 16; beta cell repl: -4; hIAP block: -16; mIAP act: 0.84; APOBEC3G inh: -6; hIAP act: 1.2; MPTP block: -1.1; GRIN3A LBD mod: 0

What do the screens show for `Cc1ccc(OCC(=O)Nc2cc(S(=O)(=O)N3CCCCC3)ccc2N2CCN(C)CC2)c(C)c1`?
APOBEC3A inh: 7; mIAP inh: 1; beta cell repl: -7; hIAP block: -2; mIAP act: 0.99; APOBEC3G inh: -8; hIAP act: 1; MPTP block: 3.0; GRIN3A LBD mod: 3

How did Nc1nc2ccc([N+](=O)[O-])cc2[nH]1 do in these assays?
APOBEC3A inh: 2; mIAP inh: -5; beta cell repl: 0; hIAP block: 8; mIAP act: 1.1; APOBEC3G inh: -1; hIAP act: 0.93; MPTP block: -1.4; GRIN3A LBD mod: 0

What do the screens show for `Cc1cccc(NC(=O)NNC(=O)c2cc3ccccc3cc2O)c1C`?
APOBEC3A inh: -4; mIAP inh: 10; beta cell repl: -2; hIAP block: -52; mIAP act: 0.9; APOBEC3G inh: -2; hIAP act: 1.5; MPTP block: -0.1; GRIN3A LBD mod: -2

How did COc1ccccc1NC(=S)N1CCN(C(c2ccccc2)c2ccccc2)CC1 do in these assays?
APOBEC3A inh: -4; mIAP inh: -5; beta cell repl: -4; hIAP block: 0; mIAP act: 1; APOBEC3G inh: -9; hIAP act: 1; MPTP block: 0.0; GRIN3A LBD mod: 2

Not a retest: 2 of the compounds above.
What do the screens show for `O=C(/C=C/c1cccc2ccccc12)NCCC1=CCCCC1`?
APOBEC3A inh: -4; mIAP inh: 6; beta cell repl: -1; hIAP block: -34; mIAP act: 0.94; APOBEC3G inh: -7; hIAP act: 1.3; MPTP block: -4.4; GRIN3A LBD mod: -6

How did Cc1ccccc1N(C(=O)CNC(=O)c1ccco1)C(C(=O)NC1CCCC1)c1ccncc1 (stereo unspecified) do in these assays?
APOBEC3A inh: -5; mIAP inh: -18; beta cell repl: -2; hIAP block: -12; mIAP act: 1.2; APOBEC3G inh: -7; hIAP act: 1.1; MPTP block: 0.8; GRIN3A LBD mod: 1

The listing continues:
Results for CC(C)(C)OC(=O)C[C@@H]1C/C=C\C[C@@H](CC(=O)N[C@H](CO)Cc2ccccc2)C(=O)NC[C@@H](c2ccccc2)OC1=O ?
APOBEC3A inh: -2; mIAP inh: 1; beta cell repl: 0; hIAP block: -7; mIAP act: 0.99; APOBEC3G inh: -5; hIAP act: 1.1; MPTP block: 1.0; GRIN3A LBD mod: -3

Results for CCc1ccc(C2=CC(c3cc(Br)ccc3F)n3ncnc3N2)cc1 (stereo unspecified) ?
APOBEC3A inh: -7; mIAP inh: 1; beta cell repl: -5; hIAP block: 0; mIAP act: 0.99; APOBEC3G inh: -6; hIAP act: 0.99; MPTP block: 1.4; GRIN3A LBD mod: -7

How did CCOc1ccc(S(=O)(=O)N2CCN(S(=O)(=O)c3ccc(C(C)=O)cc3)CC2)cc1 do in these assays?
APOBEC3A inh: 2; mIAP inh: 2; beta cell repl: 0; hIAP block: 4; mIAP act: 0.98; APOBEC3G inh: -5; hIAP act: 0.96; MPTP block: -0.7; GRIN3A LBD mod: 0

Results for Cc1cccc(Nc2nnc(SCC(=O)NC(=O)CN3CCCC3=O)s2)c1 ?
APOBEC3A inh: -1; mIAP inh: 5; beta cell repl: 0; hIAP block: -7; mIAP act: 0.95; APOBEC3G inh: -5; hIAP act: 1.1; MPTP block: 1.4; GRIN3A LBD mod: 1

Results for CCc1nnc(NC(=O)c2ccc(-c3cc(C(F)(F)F)ccc3Cl)o2)s1 ?
APOBEC3A inh: -1; mIAP inh: -2; beta cell repl: -3; hIAP block: -33; mIAP act: 1; APOBEC3G inh: -1; hIAP act: 1.3; MPTP block: 0.3; GRIN3A LBD mod: -1

Not a hit list, and some 5% of all compounds hit somewhere here.
